Screening results (PubChem BioAssay)
LYP phosphatase – inhibitors of LYP phosphatase, biochemical, fluorescence intensity, uHTS (AID 1779). actives 0.054% (n = 290,000). inhibition, % at 11.5 µM, or IC50 in µM where a hit was titrated. recombinant LYP phosphatase, fluorescence intensity; higher % means a stronger effect; in the data active = inhibition above about 50%;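 also: plate controls were vehicle with enzyme for no effect and no enzyme for full effect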
CSM14.1 death rescue – protection against thapsigargin-triggered cell killing – 384-well, CSM14.1, ATP luminescence, primary screen (AID 1222); CSM14.1 thapsigargin-induced death rescue, ATP luminescence; higher % means a stronger effect; one-dose cellular ATP content (survival), % at 20 µM; EC50 in µM for titrated hits; 190,000 tested, under 10 active;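 active = EC50 below 50 µM in the dose-response confirmation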;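 also: death triggered by thapsigargin at about 15 µM added after 2 h compound pretreatment; cell ATP read after overnight thapsigargin exposure of roughly 18 to 22 hours; normalized against plate controls of thapsigargin alone and 5% DMSO vehicle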
RSV CPE inhibition – RSV antiviral activity via CPE protection, HEp-2 cells, primary 10 µM value included (AID 2391); one-dose CPE inhibition, % at 10 µM; IC50 in µM for titrated hits; HEp-2 cells, RSV-induced CPE inhibition; higher % means a stronger effect; actives 0.13% (n = 310,000); in the data active = a potency from the dose series; inconclusive = CPE inhibition mostly from about 23% at the one dose, without a potency; inactive = the rest, 99 in 100 with CPE inhibition below about 21%; also: strong numbers were not always called active
Dengue-2 NS5 capping – flavivirus cap methylation enzyme inhibition – biochemical, confirmation dose response, primary screen (AID 588689) | Dengue-2 NS5 methyltransferase capping enzyme assay, biochemical; higher % means a stronger effect | inhibition, % at 25 µM, or IC50 in µM where a hit was titrated | actives 0.3% (n = 340,000); in the data active = a potency from the dose series; inconclusive = inhibition above about 29% without an active follow-up result
SV40 large T antigen – SV40 large T antigen inhibitors, biochemical (AID 1903); SV40 large T antigen ATPase/helicase inhibition assay; higher % means a stronger effect; inhibition, % at 20 µM, or IC50 in µM where a hit was titrated; actives 0.39% (n = 310,000); in the data active = a potency from the dose series; inconclusive = inhibition mostly from about 32% at the one dose, without a potency; inactive = the rest, 99 in 100 with inhibition below about 32%; also: strong numbers were not always called active
MgcRacGAP inhibition – MgcRacGAP GTPase-activating activity inhibitors, confirmation, biochemical, ADP Hunter fluorescence | MgcRacGAP-stimulated Rac1 GTP hydrolysis, ADP Hunter fluorescence; higher % means a stronger effect; GST-tagged Rac1 F28L mutant substrate | inhibition, % at 30 µM, or IC50 in µM where a hit was titrated | actives 0.6% (n = 340,000) | AID 624330;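 active = first-screen hits whose inhibition reached a set limit at any dose in the follow-up dose series; inconclusive = inhibition above the set first-screen limit but never retested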;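 also: fluorescence reports GDP produced by GAP-driven GTP hydrolysis; strong numbers were not always called active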
Salmonella PhoP GFP – inhibitors of PhoP regulon expression, primary screen, Salmonella Typhimurium, GFP reporter (AID 1863). S. Typhimurium PhoP-regulated promoter GFP reporter, 4 h; higher % means a stronger effect. inhibition, % at 50 µM; hits with a dose series show IC50 in µM. actives 0.16% (n = 300,000);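 active = inhibition over 29.93%, a cutoff 3 SD above the screen mean, later confirmed by dose response; inconclusive = inhibition over 29.93% but no dose response follow-up; inactive = inhibition at most 29.93% or unconfirmed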;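 also: 0% = low Mg2+ inducing control and 100% = high Mg2+ repressing control; strong numbers were not always called active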
West Nile virus CPE – inhibition of WNV-induced cytopathic effect – cell-based, CPE readout (AID 1621); West Nile virus-infected cells, CPE inhibition; higher % means a stronger effect; CPE inhibition, % at 10 µM; hits with a dose series show IC50 in µM; actives 0.02% (n = 290,000); in the data active = a potency from the dose series; inconclusive = CPE inhibition mostly from about 3.7% at the one dose, without a potency; inactive = the rest, 99 in 100 with CPE inhibition below about 2.2%; also: strong numbers were not always called active
GPR35 arrestin U2OS – inhibition of zaprinast-stimulated GPR35 beta-arrestin translocation – imaging, U2OS, beta-arrestin-GFP, zaprinast agonist, primary screen (AID 2058). actives 0.052% (n = 290,000). inhibition, % at 10 µM, or IC50 in µM where a hit was titrated. U2OS GPR35 beta-arrestin-GFP translocation imaging, zaprinast antagonism; higher % means a stronger effect;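 active = inhibition of at least 50% with at least 30 cells and total cytoplasm GFP at most 10,000,000; inconclusive = under 30 cells or total GFP of 10,000,000 plus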
The depositor's hits bear a star; ? = inconclusive; nt = not tested or not shown; & = joins results of further samples.

SMILES	LYP phosphatase	CSM14.1 death rescue	RSV CPE inhibition	Dengue-2 NS5 capping	SV40 large T antigen	MgcRacGAP inhibition	Salmonella PhoP GFP	West Nile virus CPE	GPR35 arrestin U2OS
O=C(O)C1CC(=O)N(c2ccc(F)cc2)C1 (stereo not drawn)	-4%	-0.7%	0.5%	2%	7%	5%	4%	0.0%	-4%
COC(=O)c1sccc1NC(=O)C1C2C=CC(O2)C1C(=O)O (stereo not drawn)	-1%	-1.0%	0.5%	0%	-5%	6%	46%	-0.6%	-2%
Nc1nc(Sc2ccc(C(F)(F)F)cn2)n[nH]1	-7%	-1.3%	0.6%	0%	18%	7%	25%	-0.2%	-4%
CCCCOC(=O)CSc1nc2c(cc1C#N)C(=O)CC(C)(C)C2	-3%	-0.7%	0.4%	-9%	1%	4%	-7%	-0.1%	15%
Cc1ccc(S(=O)(=O)CCC(=O)OCC(=O)c2c[nH]c3ccccc23)cc1	-2%	-1.0%	1.5%	-4%	-6%	3%	0%	0.0%	-4%
COc1ccccc1CCNC(=O)C(=O)NCC1OCCN1S(=O)(=O)c1ccc(F)cc1 (stereo not drawn)	-6%	nt	0.7%	-1%	4%	4%	-1%	-0.2%	-5%
CSC1=C(C#N)C(c2ccccc2Cl)C2=C(N1)c1ccccc1C2=O (stereo not drawn)	2%	-1.5%	4.2%	21%	9%	5%	10%	-0.7%	-16%
O=S(=O)(Cc1ccc(Cl)cc1)N1CCN(Cc2ccc3c(c2)OCO3)CC1	-9%	nt	1.2%	-5%	4%	0%	-5%	-0.4%	-2%
CCOC(=O)N1CCN(C(=O)CN(C2CCCCC2)S(=O)(=O)c2ccc(C)cc2)CC1	-9%	-3.1%	0.3%	-3%	2%	-1%	-11%	-0.2%	-1%
N#CC1(Cc2ccc([N+](=O)[O-])cc2)c2ccccc2C=CN1C(=O)c1ccccc1 (stereo not drawn)	2%	5.5%	1.4%	-4%	9%	7%	7%	0.0%	10%
CC(CCCCC(=O)Nc1ccc(C(F)(F)F)cc1)NCCc1cnc[nH]1 (stereo not drawn)	-9%	-2.9%	-2.4%	nt	-1%&0%	nt	-1%&-5%	0.0%	-18%
CCOC(=O)c1nnn(-c2nc(N(C)C)nc(N(C)C)n2)c1C	-2%	1.1%	0.9%	-1%	3%	1%	1%	0.3%	-15%
O=C(NNC(=O)c1cccnc1)Nc1cccc(Cl)c1Cl	-6%	-0.7%	2.1%	0%	16%	12%	-10%	0.3%	-4%
CCOc1cc(/C=N/N=C2/NC(=O)C(CC(=O)O)S2)ccc1OCc1ccc(Cl)cc1Cl (stereo not drawn)	42%	0.2%	35µM*	25%	6%	9%	7%	-0.1%	4%
NC(=O)CSc1nnc(SCc2ccc(F)cc2)s1	-2%	-1.0%	1.5%	nt	4%	2%	3%	0.4%	-1%

Reformatted with two lines to a compound: entries from further up
Results follow in this order: LYP phosphatase	CSM14.1 death rescue	RSV CPE inhibition	Dengue-2 NS5 capping	SV40 large T antigen	MgcRacGAP inhibition	Salmonella PhoP GFP	West Nile virus CPE	GPR35 arrestin U2OS
Nc1nc(Sc2ccc(C(F)(F)F)cn2)n[nH]1
  -7%	-1.3%	0.6%	0%	18%	7%	25%	-0.2%	-4%
O=C(NNC(=O)c1cccnc1)Nc1cccc(Cl)c1Cl
  -6%	-0.7%	2.1%	0%	16%	12%	-10%	0.3%	-4%

(continued)
SMILES	LYP phosphatase	CSM14.1 death rescue	RSV CPE inhibition	Dengue-2 NS5 capping	SV40 large T antigen	MgcRacGAP inhibition	Salmonella PhoP GFP	West Nile virus CPE	GPR35 arrestin U2OS
CCOC(=O)Cn1ccc(NC(=O)COc2ccc(F)cc2)n1	-8%	nt	2.0%	8%	7%	6%	-6%	-0.1%	12%
N=c1c2c(n(Cc3ccc(F)cc3)c3c1CCC3)CCCC2	-4%	-0.6%	7.5%	-6%	9%	9%	6%	2.9%	2%
CS(=O)(=O)N1CCCC(C(=O)NCCc2ccc(Cl)cc2)C1 (stereo not drawn)	-4%	-1.5%	3.1%	-3%	-5%	0%	12%	0.8%	17%
Cc1c(Cl)cccc1NC(=O)Cn1c(CCC(=O)O)ccc1-c1ccc(Cl)cc1	-9%	nt	12%	0%	12%	8%	-1%	-0.4%	6%
CC(=O)Nc1ccc(S(=O)(=O)N2CCN(S(=O)(=O)N3CCC(C)CC3)CC2)cc1	-11%	nt	0.3%	-7%	3%	1%	5%	0.3%	11%
Cc1sc2nc(CSc3ccc([N+](=O)[O-])c(C(F)(F)F)c3)[nH]c(=O)c2c1C	-5%	0.4%	3.4%	20%	13%	2%	-8%	-1.6%	13%
CCOc1cc(/C=C2\C(=O)N(Cc3ccc(C)cc3)C(C)=C2C(=O)OC)ccc1O	10%	2.4%	2.9%	-5%	14%	13%	8%	0.6%	6%
CCN(C(=O)COC(=O)c1c2c(nc3ccccc13)/C(=C/c1ccccc1)CC(C)C2)C1CCS(=O)(=O)C1 (stereo not drawn)	8%	-0.8%	-1.9%	-7%	9%	5%	-7%	-0.3%	5%
CCN1CCN(c2nc(Nc3cccc(C)c3)nc(N)c2[N+](=O)[O-])CC1	0%	-1.0%	1.5%	-3%	6%	10%	-5%	-0.5%	-9%
O=C(Cn1cnc2c(nnn2Cc2ccc(F)cc2)c1=O)N1CCCc2ccccc21	3%	-1.6%	0.3%	1%	6%	0%	8%	-0.9%	-17%
O=C1NCCN(Cc2ccoc2)C1CC(=O)N(CCO)Cc1ccccc1 (stereo not drawn)	-3%	0.3%	-1.8%	8%	12%	6%	-1%	0.2%	-3%
N#Cc1ncc(C(F)(F)F)cc1Oc1cccnc1	-5%	-13%	2.2%	nt	9%	4%	2%	0.2%	7%
COc1cccc(C2C(C(N)=O)=C(C)Nc3nc(CCCO)nn32)c1OC (stereo not drawn)	-6%	-0.3%	0.3%	-1%	6%	-1%	-12%	0.0%	-7%
Cc1cccnc1NC(=O)CNC(=O)c1cccs1	nt	nt	0.3%	-1%	13%	9%	-2%	nt	nt
Cc1cc(NC(=O)c2cc(-c3cccs3)on2)no1	-1%	-2.0%	0.5%	-3%	1%	11%	4%	0.4%	-11%
NS(=O)(=O)c1ccc(NC(=O)c2ccc(S(=O)(=O)N3CCc4ccccc43)cc2)cc1	2%	-0.2%	-0.2%	5%	2%	2%	2%	0.0%	-17%
O=C(Cn1ncc2c([nH]c3ccccc32)c1=O)N1CCN(c2ccc(F)cc2)CC1	-18%	nt	1.8%	-4%	nt	11%	0%	0.2%	16%
O=C(CN1CCCCCC1)Nc1ccccc1OC(F)F	-3%	nt	-0.1%	-5%	8%	-2%	-3%	-0.9%	-4%
CNC(=O)C1CCC(=O)N1Cc1ccccc1Cl (stereo not drawn)	-6%	3.0%	0.2%	-2%	3%	9%	5%	0.2%	3%
COC(=O)CC1C(=O)NCCN1C(=O)CSc1nc2ccccc2o1 (stereo not drawn)	-9%	-1.2%	1.0%	-4%	4%	11%	-5%	-0.3%	-11%
O=C(CCNS(=O)(=O)c1cccc2nsnc12)N1CCc2ccccc21	4%	-0.8%	0.7%	-1%	2%	7%	1%	-0.2%	2%
CCOC(=O)c1cc2sc(C)cc2n1CC(=O)Nc1cccc(C)c1C	-13%	0.3%	0.7%	1%	4%	18%	-17%	-0.3%	-5%
O=C(CSCc1c(F)cccc1Cl)Nc1cccnc1	-4%	-0.4%	7.3%	1%	20%	4%	-1%	-0.2%	-11%
Cc1nc(Cl)cc(N/N=C/c2ccc(O)cc2)n1	-9%	nt	1.7%	-2%	8.1µM*	?	-7%	0.1%	6%
COc1cccc(CNc2nc3nc4c(c(=O)n3[nH]2)CCC4)c1	-3%	2.1%	0.1%	-4%	4%	9%	-5%	0.2%	6%
CC(=O)c1cc(-c2ccc(F)cc2)n(CCC(=O)Nc2cc(C)[nH]n2)c1C	1%	-0.5%	1.6%	-1%	6%	8%	-13%	0.0%	-1%
COc1cc(/C=C/C(=O)O)ccc1OS(=O)(=O)c1cc(C)ccc1C	-4%	-1.1%	2.5%	-2%	6%	4%	-3%	-0.3%	6%
CCOC(=O)c1ccc(NC(=O)c2cccc(S(=O)(=O)N3CCN(C(C)=O)CC3)c2)cc1	-6%	nt	15%	-2%	2%	6%	4%	-0.7%	-8%
C=CCN1CN(S(=O)(=O)c2cccs2)c2nc3ccccc3nc21	-7%	-2.0%	1.8%	-10%	15%	5%	-11%	0.2%	5%
NC(=O)N/N=C\c1cccs1	-4%	nt	3.9%	nt	8%	nt	-5%	0.1%	7%
CCc1c(C)[nH]c2ccc(C)cc2c1=O	-4%	nt	1.1%	-1%	-2%	2%	-6%	-0.9%	8%
Cc1cccnc1NC(=S)NC(=O)/C=C/c1ccco1	0%	-1.3%	1.1%	-2%	26%	8%	-3%	0.3%	6%
CCOC(=O)Cc1nc(-c2ccc(Cl)cc2)n[nH]1	-2%	-0.1%	3.9%	0%	1%	-4%	-4%	-0.5%	-24%
CN(C)S(=O)(=O)N(CC(=O)Nc1ccc(S(=O)(=O)N2CCCC2)cc1)c1ccccc1	-9%	nt	3.6%	-7%	9%	9%	2%	-0.2%	-7%
Nc1ccc(C(=O)N/N=C/c2cn(Cc3ccc(F)cc3)c3ccccc23)cc1	2%	nt	2.7%	-7%	8%	5%	11%	1.6%	-7%
CCN(C(=O)COC(=O)c1cc(S(=O)(=O)Nc2c(C)n(C)n(-c3ccccc3)c2=O)ccc1Cl)C1CCCCC1	6%	0.7%	5.6%	0%	2%	-9%	7%	-0.4%	-3%
OC1(c2cccnc2)CCN(Cc2nnnn2C2CCCCC2)CC1	-6%	-0.8%	1.5%	2%	2%	8%	4%	-0.6%	-4%
CN(C)Cc1c(C(=O)N/N=C/c2cccc(OCc3ccccc3)c2)nnn1-c1nonc1N	-7%	nt	6.1%	-3%	6%	8%	-5%	0.8%	4%
CCOC(=O)CCCCNC(=O)Nc1ccccc1	-8%	nt	3.0%	-3%	24%	6%	-2%	0.1%	-7%
CCC(CC)c1nnc(NC(=O)C2CC(=O)N(CCc3ccc(F)cc3)C2)s1 (stereo not drawn)	-3%	nt	12%	-11%	20%	15%	6%	0.0%	6%
CCN(CC)CCn1c(NCc2cc(OC)ccc2OC)nc2ccccc21	-4%	-0.1%	-0.3%	-2%	24%	2%	1%	nt	-10%
COc1ccc(NC(=O)CCOc2ccccc2C)cc1S(=O)(=O)N1CCCCC1	nt	nt	4.8%	-10%	5%	1%	6%	nt	nt
COc1ccccc1C(=O)NNC(=O)C(=O)N1CCCCC1	-8%	nt	0.0%	-3%	0%	10%	2%	0.6%	0%
O=C(NCC12CC3CC(C1)CC(CNC(=O)N1CCCC1)(C3)C2)N1CCCC1	-2%	-1.8%	0.4%	-4%	24%	5%	6%	-0.5%	-7%
COc1ccc2c(c1)OC(O)(C(F)(F)F)CC2=O (stereo not drawn)	-6%	-2.4%	1.0%	-6%	1%	5%	6%	0.5%	9%
